High-throughput results as filed in PubChem BioAssay.
Ins promoter up – MIN6 insulin promoter up-regulation; MIN6 insulin promoter-GFP reporter, high-content imaging; hits give high values; z-score at 5 µM; 0.3% of 190,000 active;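 active means z-score above 3 at 5 µM with at least 500 cells counted in the well; inconclusive means wells under 500 cells, flagged as cytotoxic or low count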
West Nile antiviral – West Nile virus antiviral activity, cell-based, CPE readout (AID 1621); one-dose CPE inhibition, % at 10 µM; IC50 in µM for titrated hits; 0.02% of 290,000 active; West Nile virus-infected cells, CPE inhibition; higher % means a stronger effect; in the data active means a potency from the dose series; inconclusive means CPE inhibition mostly from about 3.7% at the one dose, without a potency; inactive means the rest, 99 in 100 with CPE inhibition below about 2.2%; further: strong numbers were not always called active
b-catenin transl – modulators of beta-catenin nuclear translocation. HeLa beta-catenin nuclear translocation, immunofluorescence imaging. nuclear translocation activity, % at 5 µM. 0.3% of 190,000 active;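 active means nuclear translocation activity above 50% at 5 µM, with a well cell count of 50 or more; inconclusive means wells under 50 cells across six images, flagged as toxic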;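 further: per-cell ratio of nuclear to cytoplasmic median beta-catenin stain intensity; plate controls were DMSO negative control for no effect and GSK-3 inhibitor IX positive control for full effect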
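Signal – beta-catenin immunofluorescence imaging with DAPI · Test system – human HeLa cell line · Dosing – 5 µM primary single dose, 0.1% DMSO, 0.02–20 µM confirmation series · Measure – % activation, nuclear-to-cytoplasmic median beta-catenin signal ratio per cell · Incubation – 24 h compound exposure at 37°C, 5% CO2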
Myeloid diff MLP – myeloid differentiation induction | calls only at 10 µM | ER-HoxA9 myeloid progenitors, lysozyme-GFP differentiation, flow cytometry | 1% of 360,000 active;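 active means normalized GFP-positive differentiation at or above the plate's own cutoff, the solvent-only control mean plus 3 SD; inconclusive means no clear call, values can overlap the other calls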;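 further: cells exposed to compound for four days before flow analysis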
Lipid droplet – modulators of hepatic lipid droplet formation | inhibition, % at 6.5 µM | AID 1656 | 0.4% of 240,000 active | AML12 mouse hepatocytes, oleate lipid droplets, BODIPY imaging;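 active means lipid droplet intensity inhibited by at least 50%, with more than 500 cells counted; inconclusive means wells with under 300 cells, treated as cytotoxic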
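Material – mouse AML12 hepatocyte cell line, fixed after treatment · Compound dosing – one dose, 6.5 µM compound · Times – compound with oleate, overnight · Measured by – Image-based BODIPY and DAPI two-channel analysis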
MT stabilizer – stabilizes microtubules in HeLa cells; % tubulin-high responders, % at 10 µM; AID 2205; 0.83% of 200,000 active; HeLa tubulin immunostaining HCS, 24 h; share of cells brighter than vehicle mean+2SD;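 active means plate Z-score above 3 for both tubulin-high and condensed-nucleus cell shares, with cell loss under 80%, at 10 µM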;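 further: anti alpha tubulin signal scored within the nucleus-defined area of each cell; some results filed as inactive read as strong as hits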
Autophagy mod – modulators of autophagy | MEF GFP-LC3 puncta imaging; test concentration mostly 10 µM | calls only at 10 µM (by protocol) | 0.98% of 190,000 active | AID 463193;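 active means percentage of spot-positive cells more than 3 SD above its plate mean, without a fluorescence outlier flag or 80% toxicity; inconclusive means no clear call, values can overlap the other calls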;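 further: spot-positive cell cutoff set from DMSO-treated cells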
WT yeast gro inh – growth inhibition of WT yeast, mitochondrial fusion screen | mitochondrial fusion phenotypic screen, WT strain | inhibition, % at 10 µM | 2.1% of 190,000 active | AID 1362; in the data active means inhibition above about 58%; tested in S. cerevisiae
T cell HTS – T cell immune modulation candidate. 2C CD8+ T cell-vesicle binding, flow cytometry; hits give low values. calls only at 7 µM. 0.068% of 330,000 active. AID 2052;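 active means response, share of CD8 T cells binding vesicles, and their 90th percentile fluorescence all below set limits, cut at about 80% in these data, passing the limit was not always enough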
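Material: murine 2C transgenic CD8+ T lymphocytes / Also added: QL9-peptide-loaded Drosophila micro-vesicles bearing Ld, ICAM-1 and B7-1 / Schedule: binding step 1.5 h, 37 °C, antibody labelling 20 min, ice / Signal: flow cytometry, PE anti-B7-1 (FL2) versus Alexa647 anti-CD8 (FL8), PFA-fixed / Evaluation: percent CD8+ FL2 mean versus row control / Benchmarks: naked versus QL9-loaded vesicles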
WT yeast gro inh mutant strain – further read-out of WT yeast gro inh, marked with its call; inhibition, %; mitochondrial fusion phenotypic screen, mutant strain inhibition
Ins promoter up cell count – second read-out of Ins promoter up, no call of its own (marks repeat the call); cell count; measured here: cytotoxicity, nuclei count;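 total cells summed across four imaged fields per well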
Lipid droplet cells 6.5 µM – also measured in Lipid droplet; calls as there; cell count; measured here: cell count, cytotoxicity flag;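 cells counted across two imaged fields per well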
b-catenin transl cell count 5 µM – further read-out of b-catenin transl, marked with its call; cell count; measured here: cell count, cytotoxicity flag
T cell HTS vesicle-bound % – recorded beside T cell HTS, whose call it bears; double positive events, %; measured here: CD8+ vesicle-bound cell fraction;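 binding gate set so that unloaded-vesicle control wells show 10% double positive cells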
MT stabilizer Hoechst-high % – also measured in MT stabilizer; calls as there; % Hoechst-high responders; measured here: nuclear condensation Hoechst responders;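 share of cells brighter than vehicle mean plus two SD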
MT stabilizer cytotoxicity % – recorded beside MT stabilizer, whose call it bears; toxicity, %; measured here: cytotoxicity by cell density;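 0% = mean cell density of plate MIN control wells and 100% = no cells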
Autophagy mod cell loss 18 h – second read-out of Autophagy mod, no call of its own (marks repeat the call); toxicity, %; measured here: cell loss, nuclei count;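 cell loss after 18 h compound exposure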
Myeloid diff MLP GFP+ MAC1+ % – also measured in Myeloid diff MLP; calls as there; GFP+ MAC1+ double positive, %; measured here: differentiation confirmed by MAC1 staining
Active calls of the source: *; i = inactive; ? = inconclusive; . = not tested or not shown; + = active, no number.

SMILES	Ins promoter up	Ins promoter up cell count	West Nile antiviral	b-catenin transl	b-catenin transl cell count 5 µM	Myeloid diff MLP	Myeloid diff MLP GFP+ MAC1+ %	Lipid droplet	Lipid droplet cells 6.5 µM	MT stabilizer	MT stabilizer Hoechst-high %	MT stabilizer cytotoxicity %	Autophagy mod	Autophagy mod cell loss 18 h	WT yeast gro inh	WT yeast gro inh mutant strain	T cell HTS	T cell HTS vesicle-bound %
O=C1NCCN/C1=C\C(=O)c1ccc(Br)cc1	0.47	977	-0.3%	-0.2	1392	i	1.0	10	743	.	.	.	.	.	.	.	i	34
CCOc1cc(/C=C2\SC(=S)N(NS(=O)(=O)c3ccccc3)C2=O)ccc1O	.	.	-0.2%	.	.	i	0.5	-5	837	.	.	.	.	.	.	.	i	60
Cc1cccc(C(=O)OCC(=O)Nc2nccs2)c1	.	.	0.6%	.	.	i	5.2	.	.	1.8	1.1	9.2	i	-32	.	.	i	52
COC(=O)CCC(=O)OC1(C)C(=O)C=C2C=C(C3CC3)N(CCc3c[nH]c4ccccc34)C=C2C1=O (stereo unspecified)	-0.25	957	0.3%	-0.7	1249	i	1.1	-9	708	.	.	.	.	.	.	.	i	57
Cc1nc(CNC(=O)c2cc(COc3ccc(F)cc3Cl)on2)cs1	-0.12	1412	-0.4%	-0.6	991	i	0.7	2	742	2.7	2.4	11	i	10	7	0	i	32
O=C(COC(=O)CNS(=O)(=O)c1cccc(Br)c1)NC(=O)Nc1ccc2c(c1)OCCO2	0.02	1402	0.2%	-0.5	1007	i	0.5	4	624	2.7	3.2	7.3	i	-10	-12	-18	i	36
Cc1cccn2c(=O)c3cc(C(=O)NCCc4ccccc4)c(=N)n(CCCn4ccnc4)c3nc12	-1.1	1052	0.3%	-0.7	1368	i	0.9	.	.	0.3	2.8	6.8	i	1	-5	0	i	46
Cc1cccc(N2CCN(C(c3ccccc3)c3nnnn3CC3CCCO3)CC2)c1C (stereo unspecified)	-3	976	-0.5%	-4.8	879	i	1.0	.	.	5.0	3.1	7.7	i	9	47	4	i	33
O=C(CC(c1ccco1)C1CCCCC1=O)c1ccco1 (stereo unspecified)	-0.53	1376	-0.3%	-5.9	849	i	0.8	.	.	2.7	1.5	5.8	i	-3	-9	-32	i	18
Cc1cc(NC(=O)C23CC4CC(C2)CC(n2cnc([N+](=O)[O-])n2)(C4)C3)no1	0.65	1420	-0.2%	-1.1	1508	i	0.2	10	639	1.4	2.6	5.4	i	10	-14	-5	i	63
Cc1cc(C)c(C)c(OCC(=O)NCCN(C)C)c1	1.1	1329	-0.1%	-1.3	1159	.	.	2	718	1.5	2.1	11	i	4	0	2	i	26
CC1CN(CCCCOc2ccc(C(C)C)cc2)CC(C)O1 (stereo unspecified)	.	.	-0.7%	-2.5	1230	i	0.6	-4	760	1.4	1.6	1.4	i	1	24	32	i	19
Cc1nn(CC(=O)N2CCOCC2)c(=O)c2nn(-c3ccccc3)c(C)c12	.	.	0.1%	.	.	i	0.5	-10	716	.	.	.	.	.	.	.	i	41
CCCCc1nnc(NC(=O)CSc2nc(O)c(Cc3ccccc3)c(=O)[nH]2)s1	.	.	?	-2.1	1054	i	0.3	-23	660	2.2	2.4	3.8	i	7	-8	-2	i	32
CC(C)CCNC(=O)C(=O)NC1CCCC1	?	.	-0.1%	-4.6	572	i	0.0	7	746	1.9	2.9	10	i	36	1	-12	i	61
COC(=O)Cc1ccc(NC(=S)NCc2ccc(Cl)cc2)cc1	-0.11	1506	-0.4%	2.4	1086	i	0.9	0	650	5.2	2.4	0.9	i	32	14	0	i	37
C/C(=N/Nc1ccc(C)cc1)C1(C)N(O)C(C)(C)C(c2ccco2)=[N+]1[O-] (stereo unspecified)	.	.	0.8%	-0.9	1080	i	0.1	31	748	3.5	2.8	7.6	i	-30	7	8	i	20
CCc1ccc(CNC(=O)c2ccc(OC3CCN(C(=O)COC)CC3)cc2)nc1	.	.	-0.3%	.	.	i	1.0	-5	645	.	.	.	.	.	.	.	i	64
COc1ccc(C(=O)OCC(=O)Nc2sccc2C(N)=O)cc1OC	0.12	1282	-0.6%	0.2	1338	i	0.3	-5	625	.	.	.	.	.	.	.	i	39
Cc1c(NS(=O)(=O)c2cc(C(=O)O)ccc2Cl)c(=O)n(-c2ccccc2)n1C	.	.	0.2%	.	.	i	0.5	-4	814	.	.	.	.	.	.	.	i	21
Cc1c(NS(=O)(=O)N2CCCC2)c(=O)n(-c2ccccc2)n1C	0.27	1599	0.1%	-4.1	983	i	2.1	.	.	6.0	2.4	7.3	i	7	-7	-12	i	27
O=C(OCC1OC(n2ncc(=O)[nH]c2=O)C(OC(=O)c2ccccc2)C1OC(=O)c1ccccc1)c1ccccc1 (stereo unspecified)	.	.	-0.3%	.	.	i	1.8	9	832	.	.	.	.	.	.	.	i	41
CN(C)c1cccc(NC(=O)C2(C)CC2(Cl)Cl)c1 (stereo unspecified)	1.1	1430	0.0%	-2.4	579	i	0.7	-10	646	2.1	1.8	7.4	i	1	-13	8	i	52
Cc1ccc(C(=O)N/C(=C/c2cccs2)C(=O)NCCCn2ccnc2)cc1	0.91	1333	-0.6%	-0.4	542	i	0.3	-6	605	2.4	2.0	0.8	i	-6	9	12	i	43
CS(=O)(=O)N1CCC(C(=O)Nc2ccccc2Sc2ccccc2)CC1	-0.03	1978	0.1%	-0.9	1101	i	0.3	0	646	2.9	1.8	2.6	i	-6	0	4	i	21
(further entries)
SMILES	Ins promoter up	Ins promoter up cell count	West Nile antiviral	b-catenin transl	b-catenin transl cell count 5 µM	Myeloid diff MLP	Myeloid diff MLP GFP+ MAC1+ %	Lipid droplet	Lipid droplet cells 6.5 µM	MT stabilizer	MT stabilizer Hoechst-high %	MT stabilizer cytotoxicity %	Autophagy mod	Autophagy mod cell loss 18 h	WT yeast gro inh	WT yeast gro inh mutant strain	T cell HTS	T cell HTS vesicle-bound %
COC(=O)c1ccc(C23CC4(C2)[C@H](CN(Cc2ccc(-c5ccccc5)cc2)[C@@H]4c2ccccc2)C3c2ccccc2)cc1 (stereo partly specified)	-0.96	892	-0.5%	-1.1	1403	i	2.2	7	729	.	.	.	.	.	.	.	i	10
COc1ccc(OC)c(N2C(=NC(=O)C3CCCCC3)SC3CS(=O)(=O)CC32)c1 (stereo unspecified)	.	.	-0.1%	.	.	i	0.4	19	729	.	.	.	.	.	.	.	i	16
Cc1ccc2nc(-c3sc4nc(C)cc(C)c4c3N)[nH]c2c1	.	.	-0.5%	1.8	1065	i	2.7	-17	737	3.5	2.7	7.2	i	-2	10	-8	i	34
CCc1cccc(NC(=O)CN(c2ccc(C)cc2)S(=O)(=O)c2c(C)noc2C)c1	.	.	-0.6%	.	.	i	0.6	14	787	.	.	.	.	.	.	.	i	4
Cc1[nH]c(=O)nc2c1CCC2	0.18	1231	0.5%	-0.1	1122	i	0.2	4	687	4.8	2.2	2.3	i	-5	10	3	i	59
CCc1cc(C(=O)N2CCCC(C(=O)c3cccc4ccccc34)C2)n(C)n1 (stereo unspecified)	-1.4	1389	-1.3%	1.5	925	i	1.1	-27	640	2.5	1.6	4.4	i	4	4	6	i	53
COc1ccc(C2c3c(-c4ccccc4)n[nH]c3C(=O)N2c2ccc(C(=O)O)cc2)cc1 (stereo unspecified)	0.22	1077	0.0%	0.9	1199	i	1.0	0	711	.	.	.	.	.	.	.	i	26
COc1cccc2c(C)cc(N3CCCCCC3)nc12	.	.	-0.9%	.	.	i	1.1	-9	828	.	.	.	.	.	.	.	i	57
Cc1c(C(=O)Nc2nnc(C(F)(F)F)s2)oc2ccccc12	0.61	1002	0.3%	-2.1	1069	i	0.5	.	.	.	.	.	.	.	0	-5	i	45
O=S(=O)(c1ccc(Cl)c(NC(=S)N/N=C/c2c(F)cccc2F)c1)N1CCOCC1	-0.6	1461	-0.8%	-2.1	1129	i	0.5	0	662	8.6	7.6	14	i	7	4	1	i	62
CCC(=O)NCCc1nc2cc(NC(=O)c3ccccc3OC)ccc2n1C	.	.	-0.1%	1.0	1016	i	2.0	16	778	2.3	2.3	3.6	i	-3	-8	-46	i	23
COc1ccc(CN(Cc2cc3cc(C)ccc3[nH]c2=O)C(=O)N(C)C)cc1	-0.22	1060	0.3%	-1.6	1118	i	0.7	.	.	2.6	2.4	3.7	i	21	-14	-4	i	26
COc1ccccc1N1CCN(C(=O)c2ccc(NC3=NC4CS(=O)(=O)CC4S3)cc2)CC1 (stereo unspecified)	.	.	0.2%	.	.	i	1.6	-21	751	.	.	.	.	.	.	.	i	47
COc1ccc(N2CCN(CCCn3c(=S)[nH]c4ccccc4c3=O)CC2)cc1	.	.	-0.3%	.	.	i	0.2	9	833	.	.	.	.	.	.	.	i	36
Cc1ccc(-c2cn3nc(-c4ccccc4)c(-c4ccccc4)nc3n2)cc1	.	.	-0.3%	-1.3	1370	+	2.1*	18	747	.	.	.	.	.	.	.	i	39

This is a random part of the collection. About 3.9% of those tested had a hit in this group.
